Source: PubChem (several laboratories)
S1P3 antagonist – S1P3 receptor antagonists, primary screen, cell-based; Sphingosine 1-phosphate receptor 3 (Homo sapiens), Q99500; CHO S1P3 NFAT-BLA reporter, FRET fluorescence, antagonist mode; inhibition, % at 4.98 µM; 170,000 compounds, 0.27% hits;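 active means inhibition above the plate cutoff, the mean inhibition of test wells on that plate plus 3 SD, cut at about 28% in these data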;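 further: cells challenged with S1P at its EC80 of 0.8 µM; blue over green emission ratio from cleaved BLA substrate after 4 h stimulation; 0% = S1P-stimulated wells and 100% = unstimulated DMSO-only wells; some compounds past the cut are filed as inactive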
Target sequence (Q99500 whole entry, looked up): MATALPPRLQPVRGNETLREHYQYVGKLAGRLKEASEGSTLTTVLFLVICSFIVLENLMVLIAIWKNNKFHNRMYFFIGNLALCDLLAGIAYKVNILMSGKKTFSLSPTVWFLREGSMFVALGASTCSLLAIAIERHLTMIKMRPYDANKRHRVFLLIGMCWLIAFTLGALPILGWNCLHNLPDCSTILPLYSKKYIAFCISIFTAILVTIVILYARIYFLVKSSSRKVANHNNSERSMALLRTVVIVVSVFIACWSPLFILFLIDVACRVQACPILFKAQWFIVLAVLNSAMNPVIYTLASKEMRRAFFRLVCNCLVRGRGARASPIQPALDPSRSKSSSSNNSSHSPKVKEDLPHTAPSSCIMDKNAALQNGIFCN
G6PDH CS – L. mesenteroides G6PDH inhibitors, counter-screen for G6PDH-coupled screening assays, biochemical, Leuconostoc mesenteroides enzyme; Purified L. mesenteroides G6PDH, diaphorase/resazurin coupled fluorescence, 45 min; inhibition, % at 5 µM; 200,000 compounds, 0.12% hits; AID 1020, 2008
RAM network inh – inhibitors of the yeast RAM network, primary screen, dse1pr::URA3 reporter, 5-FOA selection | S. cerevisiae dse1pr::URA3 reporter, 5-FOA growth OD615, 2 d; analog-sensitive cbk1-as2 kinase mutant strain | inhibition, % at 50 µM | 190,000 compounds, 1.8% hits | AID 868, 2007;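 active means inhibition above a set limit, 3 SD over mean compound inhibition, cut at about 8.4% in these data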;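 further: 0% = DMSO-only wells with no growth and 100% = 10 µM 1-NA-PP1 full growth; inhibition rescues growth on 5-FOA so higher OD means more RAM inhibition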
PMI act satM6P – human PMI activators, high substrate, primary screen, biochemical, fluorescence intensity, near-saturating mannose 6-phosphate | 190,000 compounds, 0.34% hits | Mannose-6-phosphate isomerase (Homo sapiens), P34949 | coupled PMI enzyme assay, resazurin fluorescence, 20 min; stronger effect = higher value; 1 = untreated enzyme, 0 = substrate-free blank | activation factor at 20 µM;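 active means activation factor of 2 or more at 20 µM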
Target sequence (P34949 whole entry, looked up): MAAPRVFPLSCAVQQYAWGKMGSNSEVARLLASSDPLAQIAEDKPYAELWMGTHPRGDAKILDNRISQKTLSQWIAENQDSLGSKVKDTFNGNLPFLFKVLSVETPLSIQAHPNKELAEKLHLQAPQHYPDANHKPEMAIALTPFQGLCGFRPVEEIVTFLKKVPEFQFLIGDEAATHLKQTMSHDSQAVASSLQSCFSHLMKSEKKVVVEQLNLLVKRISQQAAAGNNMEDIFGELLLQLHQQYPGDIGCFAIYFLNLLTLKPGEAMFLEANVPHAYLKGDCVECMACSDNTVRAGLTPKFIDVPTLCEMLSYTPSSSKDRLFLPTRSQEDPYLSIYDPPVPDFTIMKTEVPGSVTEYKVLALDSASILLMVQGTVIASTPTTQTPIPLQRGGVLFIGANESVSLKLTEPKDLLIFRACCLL
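Test system: human phosphomannose isomerase with PGI, G6PDH, diaphorase coupling enzymes / Doses: 20 µM compound, 1% DMSO / Times: enzyme reaction with compound 20 min at room temperature / Measured by: Diaphorase-driven resazurin-to-resorufin fluorescence, excitation 544, emission 590 nm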
PMI act – activators of human PMI, primary screen, biochemical, fluorescence intensity, near-Km mannose 6-phosphate. purified human PMI, coupled resazurin fluorescence, 20 min; stronger effect = higher value; 1 = vehicle control, 0 substrate-free wells. activation factor at 20 µM. 190,000 compounds, 0.005% hits. AID 1214, 2008;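 active means activation factor of 2 or more at 20 µM, relative to plate controls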
Hsp70 act – Hsp70 transcriptional activators, primary screen, cell-based, HeLa, Hsp70 promoter luciferase, luminescence, 10 µM. HeLa Hsp70 promoter luciferase reporter; scaled: vehicle 0, proteasome-inhibitor control 100%. activation, % at 10 µM. 200,000 compounds, 0.04% hits. AID 1203, 2008;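 active means activation above the mean across all tested compounds plus 3 SD, cutoff set per campaign, cut at about 5.5% in these data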;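 further: 100% = MG132 at 30 µM as the positive control and 0% = DMSO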
Diaph inh CS – diaphorase inhibitors and chemical oxidizers, primary screen, counter-screen for diaphorase-coupled primary assays, biochemical, uHTS, resorufin fluorescence; diaphorase resazurin-to-resorufin fluorescence, NADH, 16 min; bacterial (C. kluyveri) enzyme, not human; 190,000 compounds, 0.69% hits; AID 1217, 2008; inhibition, % at 20 µM;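 active means primary screen inhibition at 20 µM above a set limit, cut at about 50% in these data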;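 further: plate controls were DMSO with full reaction for no effect and wells lacking NADH for full effect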
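Test system: bacterial diaphorase enzyme (C. kluyveri); Quantity: 0.14 U/mL diaphorase, enzyme working solution; Times: reaction incubation of 16 min at room temperature; Measured by: fluorescence of resorufin formed from resazurin, Ex 544/Em 590 nm; Benchmarks: positive control minus NADH, DMSO neutral control.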
Diaph act CS – compounds boosting diaphorase resazurin reduction – biochemical, uHTS, resorufin fluorescence, counter-screen for diaphorase-coupled primary assays, primary screen; Diaphorase/resazurin coupled assay, 16 min; stronger effect = higher value; 1 = vehicle wells, 0 = NADH-free wells; activation factor at 20 µM; 190,000 compounds, 0.005% hits; AID 1229, 2008;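 active means diaphorase activity raised at least twofold by the compound at 20 µM; inactive means activation factor below 2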
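Material: Purified diaphorase enzyme from Clostridium kluyveri | Buffer or medium: 50 mM HEPES pH 7.4 with 4.542 mM MgCl2, 0.005% Tween 20 | Times: 16 min enzyme reaction, ambient temperature | Signal: Red resorufin fluorescence at 544/590 nm excitation/emission | Measure: Increased resorufin signal from activators or reducing compounds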
DTT redox prof – compounds producing H2O2 with reducing agent – biochemical, NIH compound library profiling, artefact control for MLSCN library redox annotation, primary screen | DTT-dependent redox cycling H2O2, phenol red/HRP absorbance; 100% = 100 µM peroxide control, 0% = buffer | activation, % at 10 µM | 200,000 compounds, 0.03% hits;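 active means activation of at least 50% relative to the plate's high and low controls in the primary single-dose screen; inactive means activation below 50%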;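 further: compound incubated with DTT at 0.8 mM final as the reducing agent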
TLR4-MyD88 BLA – inhibitors of TLR4-MyD88 association in cells, primary screen, cell-based, HeLa CL3-4, BLA complementation, FRET ratio; Toll-like receptor 4 (Homo sapiens) + Myeloid differentiation primary response protein …; HeLa CL3-4 TLR4/MyD88 BLA complementation; inhibition, % at 8.4 µM; 200,000 compounds, 0.18% hits; AID 861, 2007; in the data active means inhibition above about 25%;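 further: 0% = vehicle and 100% = reference inhibitor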
L major viab – Leishmania major promastigote growth inhibition, primary screen. Leishmania major promastigotes, resazurin fluorescence viability. inhibition, % at 10 µM. 200,000 compounds, 9% hits. AID 1063, 2008;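 further: promastigotes grown with compound for 44 hours at 28 °C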
Numbers without * were called inactive; . = not tested or not shown. Unless noted, no stated cut-off is given here; in the data, active means inhibition above about 50%; inactive means the rest.

SMILES	S1P3 antagonist	G6PDH CS	RAM network inh	PMI act satM6P	PMI act	Hsp70 act	Diaph inh CS	Diaph act CS	DTT redox prof	TLR4-MyD88 BLA	L major viab
Cc1ccc(CN2CCN(C/C(Cl)=C/c3ccccc3)CC2CCO)o1 (stereo unspecified)	-11	7	0.4	1	1	-0.3	12	0.9	-1.1	-9	78*
Cc1cc(Cl)ccc1OCC(=O)N1CCCCC1	-9	9	0.5	0.9	0.9	-0.3	11	0.9	0.3	-6	-4
C/C(=N\NC(=S)NC1CCCCC1)c1cccs1	-8	13	3.2	0.9	0.8	-0.1	24	0.8	-0.1	10	25
Cc1nnc(N2CCOCC2)c2ccccc12	.	2	0.5	1	1	0.2	27	0.7	-0.1	4	2
CCOc1cc(/C=N\Nc2ccc([N+](=O)[O-])cc2)ccc1OCC(=O)Nc1ccc(C)c(C)c1	.	3	5.7	0.9	0.9	0.0	11	0.9	1.8	3	-4
COCC(C)n1c(C)cc(C(=O)CSc2ncccn2)c1C (stereo unspecified)	-6	3	0.8	1	1.1	-0.3	0	1	-0.3	10	-4
CCOc1ccc(-c2nnc3sc(COc4ccccc4)nn23)cc1	.	2	2.7	1	1	-0.3	-1	1	0.0	-7	3
CC(C)CCNC(=O)NC(=O)CSc1nnc(-c2ccccc2Br)o1	-28	-5	0.5	1	1	0.2	7	0.9	-0.1	-6	43
O=C(Nc1ccc(Nc2ccccc2)cc1)c1ccco1	9	-6	-0.3	0.8	0.8	0.3	15	0.8	2.2	5	15
COc1ccc(-c2nnc3ccc(SCC(N)=O)nn23)cc1OC	-22	-4	1.4	1	1	-0.2	2	1	1.7	2	5
CCOC(=O)c1cc(C#N)c(SCC(=O)O)[nH]c1=O	22	2	0.5	1	1.3	-0.2	7	0.9	0.0	-5	-15
O=C1CCCc2c1nc(-c1ccccc1)n2O	-6	0	0.0	0.9	0.9	2.4	18	0.8	2.6	0	-4
CCOP(=O)(OCC)C(O)c1cc(OC)c(OC)c(OC)c1 (stereo unspecified)	-17	7	0.1	0.9	0.9	1.1	7	0.9	0.3	-15	-7
O=c1oc2ccccc2n1CCn1c2ccccc2c2nc3ccccc3nc21	8	-55	4.0	1.5	1.3	-0.3	6	0.9	-1.4	-10	9
C=CCN(CC=C)C(=O)Nc1ccc2nc(C)sc2c1	5	-2	0.5	0.9	0.9	-0.1	8	0.9	-0.2	-17	-10
CC1CCC(NCC(=O)Nc2cccc(S(N)(=O)=O)c2)CC1 (stereo unspecified)	5	-2	2.7	1	1	-0.1	10	0.9	-2.3	4	6
CS(=O)(=O)NCCNC(=O)c1cc(OCC(F)(F)F)ccc1OCC(F)(F)F	-20	-2	-0.4	1.1	1.1	0.4	8	0.9	-2.6	0	-1
Cc1ccc2[nH]c3c(=O)n(CCCN4CCN(C)CC4)cnc3c2c1	-20	-5	0.7	1	0.9	0.0	-1	1	-0.7	-2	-3
Cc1nc(NC(=O)c2ccco2)sc1-c1csc(Nc2ccc(Cl)cc2)n1	.	6	1.0	0.7	0.7	-0.1	29	0.7	7.9	3	41
CCOc1c(C(=O)CC)cc2c(C)cc(=O)oc2c1C	.	5	-0.2	1.1	1.1	0.0	-6	1.1	-0.8	-12	-2
S=C(NCCc1ccccn1)Nc1ccc(Cl)cc1	-4	8	-0.6	1	1	-0.3	4	1	0.7	-3	3
CCN(CC)CCN(C(=O)c1ccc([N+](=O)[O-])cc1)c1nc2c(OC)cccc2s1	-11	9	0.1	1	1.1	0.0	15	0.8	-0.1	0	-5
CN(C)c1ccc(N=Nc2ccccc2C(=O)OCC(=O)N(C)C2CCCCC2)cc1	22	-14	2.3	1	0.9	0.1	12	0.9	-0.4	8	22
Cc1nc(SCC(=O)CC(=O)OC(C)C)c(C#N)c(C)c1C	-22	-14	1.0	1.1	1.1	-0.1	14	0.9	1.7	4	-5
CCn1cc(/C=N/O)c(C)n1	.	8	0.1	1	0.9	-0.1	-10	1.1	-2.1	-6	-6
Cc1cccc(N2CC(C(=O)Nc3nnc(SCC(=O)Nc4nccs4)s3)CC2=O)c1 (stereo unspecified)	-10	-1	3.4	1.3	1.4	-0.2	0	1	0.2	-8	29
CCCCC(=O)Nc1ccc(NC(=O)c2cnccn2)cn1	-19	11	-0.2	0.9	1	0.0	3	1	-1.1	15	-10
Cn1c(CN2CCN(C(=O)c3ccccc3)CC2)nc2cc([N+](=O)[O-])ccc21	-1	1	3.3	0.8	0.9	-0.3	27	0.7	-0.2	4	51*
CNc1nc(-c2ccccc2)[n+](-c2ccc(C)cc2)s1	-3	21	-0.2	0.4	0.1	-0.4	26	0.7	0.0	-7	35
N#Cc1c(/N=C\c2ccc(O)c([N+](=O)[O-])c2)sc2c1CCCC2	-23	24	1.9	1	0.9	-0.5	7	0.9	-0.1	-15	-5
CN(C)C=NC(=O)c1cc(C(=O)c2ccc(Cl)cc2)c[nH]1	-17	5	1.3	0.9	1	0.0	-11	1.1	0.8	-6	-3
COc1ccc(-c2nc(CCl)cs2)cc1	4	5	0.4	1.2	1.5	0.1	11	0.9	0.7	2	11
CCOC(=O)c1sc2nc(CC(=O)OC)nc(NCc3ccc(F)cc3)c2c1C	.	4	3.1	0.8	0.8	0.0	24	0.8	3.8	-3	-1
CC(C)c1nnc(NC(=O)Cc2ccccc2[N+](=O)[O-])s1	-9	-2	0.1	1	1	-0.1	9	0.9	-0.3	-5	-4
CN(/N=C/c1ccc([N+](=O)[O-])o1)c1ccccc1	-1	5	0.7	1	1.1	0.1	7	0.9	0.2	-3	71*
O=S(=O)(Nc1ccc(Cc2ccncc2)cc1)c1cccs1	.	9	1.5	1	1.1	-0.5	-9	1.1	2.0	-6	0
O=C(c1ccccc1F)N1CCN(c2cnn(-c3cccc(Cl)c3)c(=O)c2Cl)CC1	0	1	0.6	1.1	1.1	-0.4	-14	1.1	-0.1	4	6
CCn1ncc(/C=N\NC(=O)c2csc3ccccc23)c1C	.	1	-0.6	1	1	0.0	13	0.9	-3.9	-5	62*
COc1ccc(NC(=O)NNC(=O)c2ccc(Cl)cc2Cl)cc1OC	-9	-3	1.8	0.9	1	-0.3	2	1	-0.2	6	-8
CCOc1ccc(NC(=O)CN2C(=O)C3CCCN3C2=O)cc1 (stereo unspecified)	-11	17	-0.8	1	0.9	0.1	11	0.9	-0.2	3	-3

Laid out differently: entries from further up
compound,S1P3 antagonist,G6PDH CS,RAM network inh,PMI act satM6P,PMI act,Hsp70 act,Diaph inh CS,Diaph act CS,DTT redox prof,TLR4-MyD88 BLA,L major viab
O=S(=O)(Nc1ccc(Cc2ccncc2)cc1)c1cccs1,.,9,1.5,1,1.1,-0.5,-9,1.1,2.0,-6,0
O=C(c1ccccc1F)N1CCN(c2cnn(-c3cccc(Cl)c3)c(=O)c2Cl)CC1,0,1,0.6,1.1,1.1,-0.4,-14,1.1,-0.1,4,6

(next part)
SMILES	S1P3 antagonist	G6PDH CS	RAM network inh	PMI act satM6P	PMI act	Hsp70 act	Diaph inh CS	Diaph act CS	DTT redox prof	TLR4-MyD88 BLA	L major viab
COC(=O)C/C=C/[C@@H](C)[C@@H](/C=N/OC[C@H]1O[C@H](c2ccccc2)C=C[C@@H]1Oc1ccc(OC)cc1)OC	-6	4	4.8	1	1	-0.2	11	0.9	0.2	8	10
COc1ccc(NS(=O)(=O)c2cc(NC(=O)C3CC3)ccc2N2CCOCC2)cc1	-5	4	0.6	0.9	0.9	0.3	18	0.8	-0.8	8	12
Cc1ccc2c(Cl)cc(Cl)c(OCC(=O)Nc3cccc(S(=O)(=O)N(C)C)c3)c2n1	-1	15	2.5	0.6	0.8	-0.2	16	0.8	1.3	-17	-5
CC(=O)Nc1ccc(S(=O)(=O)N(C2=NCC(C)S2)c2ccccc2)cc1 (stereo unspecified)	-1	5	-0.1	1	1	-0.2	11	0.9	0.3	-5	3
Fc1cccc(Cl)c1CNc1ccc(N2CCCC2)cc1	-17	22	3.4	0.2	0.1	-0.1	79*	0.2	6.9	3	17
O=C(c1ccccc1-n1cccc1)N1N=C(C(F)F)CC1(O)C(F)F (stereo unspecified)	8	4	-0.3	1.1	1.1	-0.2	5	0.9	-0.3	3	-2
CCc1nnc(NS(=O)(=O)c2ccc(NC(=O)c3cccc(Cl)c3)cc2)s1	-2	-1	5.8	1	1	-0.3	13	0.9	0.2	10	-9
COC(=O)c1ccc(NC(=O)Nc2ccc(F)cc2)cc1	2	7	0.8	1.1	1.1	-0.3	3	1	0.2	2	-8
Cc1ccc(C2C3=C(CC(C)(C)CC3=O)N=C3c4ccccc4C(=O)C32)cc1 (stereo unspecified)	0	3	5.0	1	0.9	-0.1	20	0.8	0.6	-7	99*
CC(=O)Oc1ccc(C(=O)[C@H]2[C@H]3C(=O)N(c4ccc(C)cc4)C(=O)[C@H]3[C@@H]3C=CC=NN32)cc1	0	1	-0.1	1.5	1.5	-0.1	31	0.7	-0.7	-5	50

3 compounds already listed, ordered by the number in Hsp70 act, ascending.
canonical_smiles | Hsp70 act
CCc1nnc(NS(=O)(=O)c2ccc(NC(=O)c3cccc(Cl)c3)cc2)s1 | -0.3
CC(=O)Nc1ccc(S(=O)(=O)N(C2=NCC(C)S2)c2ccccc2)cc1 (stereo unspecified) | -0.2
Cc1ccc(C2C3=C(CC(C)(C)CC3=O)N=C3c4ccccc4C(=O)C32)cc1 (stereo unspecified) | -0.1
